# PPC-1+TRAIL kill: kills PPC-1 cancer cells in the presence of TRAIL; AID 1443; PPC-1 cells + TRAIL, ATPLite viability luminescence; cell killing (% activity), % at 4 µM; 0.41% of 220,000 active;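 active = cell killing above 50% in the first pass at 4 µM, then a duplicate retest at 5 µM averaging 50% or more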;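 also: plate controls were cells with TRAIL plus DMSO for no effect and medium-only wells lacking cells for full effect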
# Wee1 degr inh: blocks degradation of human Wee1 kinase | P30291 | HeLa Luc-Wee1K328M stability, luciferase luminescence; 100% = proteasome inhibitor MG132 effect | reporter increase, % at 5 µM | 1.2% of 220,000 active;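 active = activation above the mean of all tested compounds plus 3 SD, set per screening run, cut at about 8.8% in these data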;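 also: cells exposed to compound for 20 h before luminescence read; 0% = DMSO alone and 100% = MG132 at 30 µM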
# Target sequence (P30291 whole entry K328M): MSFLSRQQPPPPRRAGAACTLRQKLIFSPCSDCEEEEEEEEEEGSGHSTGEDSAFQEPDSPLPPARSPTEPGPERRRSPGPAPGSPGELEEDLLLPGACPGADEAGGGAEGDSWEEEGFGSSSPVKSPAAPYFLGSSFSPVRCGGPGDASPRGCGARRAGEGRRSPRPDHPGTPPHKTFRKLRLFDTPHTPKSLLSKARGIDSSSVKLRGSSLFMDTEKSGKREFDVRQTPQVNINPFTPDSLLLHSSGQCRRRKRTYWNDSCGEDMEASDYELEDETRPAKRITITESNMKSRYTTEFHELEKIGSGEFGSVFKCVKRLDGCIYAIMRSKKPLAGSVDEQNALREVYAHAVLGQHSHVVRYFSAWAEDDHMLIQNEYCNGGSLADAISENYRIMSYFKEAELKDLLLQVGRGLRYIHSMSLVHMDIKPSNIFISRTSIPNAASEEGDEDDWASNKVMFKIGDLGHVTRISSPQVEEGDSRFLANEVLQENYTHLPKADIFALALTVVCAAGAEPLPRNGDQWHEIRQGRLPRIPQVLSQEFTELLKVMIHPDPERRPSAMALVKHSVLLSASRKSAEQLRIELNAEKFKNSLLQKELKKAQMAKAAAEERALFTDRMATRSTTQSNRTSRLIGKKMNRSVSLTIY
# Ba/F3 V617F tox: loss of viability in JAK2V617F-driven Ba/F3 cells; Ba/F3 EpoR-JAK2V617F viability, ATP luminescence; inhibition, % at 5.6 µM; 1.1% of 220,000 active; AID 1446;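 active = inhibition above the campaign mean plus 3 SD over all tested compounds, cut at about 24% in these data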;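 also: cytokine-independent growth of Ba/F3 cells driven by EpoR plus mutant JAK2; 0% = DMSO-treated cells and 100% = JAK inhibitor I control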
# RBBP9 inhibitor: inhibitors of human serine hydrolase RBBP9. O75884. recombinant RBBP9, FP-Rh probe fluorescence polarization. inhibition, % at 7.94 µM. 0.2% of 220,000 active;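 active = inhibition above the campaign mean of all tested compounds plus 3 SD, cut at about 14% in these data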;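 also: plate controls were DMSO wells with RBBP9 for no effect and wells lacking RBBP9 protein for full effect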
# Target sequence (O75884 whole entry, looked up): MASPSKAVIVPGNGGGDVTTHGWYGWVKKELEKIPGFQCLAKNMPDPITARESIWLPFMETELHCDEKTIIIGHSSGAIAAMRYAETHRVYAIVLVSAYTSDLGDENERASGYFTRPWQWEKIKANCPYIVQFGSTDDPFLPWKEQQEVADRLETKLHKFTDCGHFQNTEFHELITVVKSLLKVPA
#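 Controls: DMSO-treated enzyme wells and wells lacking RBBP9 | Material: RBBP9 protein | Technique: Fluorescence polarization | Replication: Single well per compound, no replicates | Buffer or medium: Tris-NaCl-Pluronic buffer, pH 8.0 | Timing: 30 min compound preincubation, 45 min probe labeling, 25 °C | Read-out basis: Percent inhibition from mP, scaled between DMSO and no-protein wells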
# zfTRPN1 agonist: zebrafish TRPN1 (NompC) channel agonism | 0.18% of 220,000 active | activation, % at 3 µM | HEK293 zebrafish TRPN1-YFP, Fluo-8 calcium fluorescence; 100% = response to 87 µM carbachol | AID 1424;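 active = activation above its plate's cutoff, the mean activation of test wells on that plate plus 3 SD, cut at about 19% in these data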;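 also: 0% = DMSO alone and 100% = 87 µM carbachol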
#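 Material: zebrafish TRPN1-YFP in HEK293 cells. Doses: one dose of 3 µM, 0.3% DMSO. Incubation: dye 1 h 37 °C plus 30 min RT. Measured by: intracellular calcium fluorescence with Fluo-8.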
# TRPML3 agonist: activates the human TRPML3 channel; HEK293 TRPML3-YFP, Fluo-8 calcium fluorescence; 100% = the carbachol control signal; activation, % at 3 µM; 0.29% of 220,000 active; AID 1448;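 active = activation above its plate's cutoff, the mean activation of the plate's test wells plus 3 SD, cut at about 12% in these data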;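 also: 0% = DMSO only wells and 100% = carbachol wells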
#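 Material: HEK293 cells stably carrying human TRPML3-YFP; compound dosing: single dose, 3 µM final nominal compound, 0.3% DMSO final; incubation: 1-h 37 °C dye load, 5-s basal, 120-s post-compound reads; technique: Fluo-8 intracellular calcium fluorescence, excitation 470-495 nm, emission 515-575 nm; read-out basis: percent activation from peak-to-basal fluorescence ratio, scaled between DMSO and carbachol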
# TNF necrop inh: inhibitors of TNF-alpha induced necroptosis in Jurkat FADD-/- cells | Jurkat FADD-/- TNF necroptosis rescue, ATP luminescence, 24 h; 0 = TNF only, 100 = no-TNF cells | 0.068% of 220,000 active | activation (protection from cell death), % at 10 µM;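 active = activation, meaning protection from cell death, of at least 50% relative to plate controls; inactive = activation below 50%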;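 also: necroptosis triggered by 40 ng/mL TNF-alpha added together with compound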
# CHOP inh: blocks CHOP induction under ER stress. AID 2732. 3.8% of 220,000 active. CHO-K1 CHOP-promoter luciferase, tunicamycin-induced, 15-18 h. inhibition, % at 10 µM;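 active = compounds that reduced the stress-induced luciferase reporter signal by more than about 70% of percent inhibition, limit read from the data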;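 also: 0% = tunicamycin plus vehicle and 100% = wells without tunicamycin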
# BaF3 tox: reduces parental Ba/F3 cell viability, JAK2V617F counter-screen | CellTiter-Glo ATP luminescence | inhibition, % at 5.6 µM | AID 1486 | 1.1% of 220,000 active;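 active = inhibition above a per-campaign cutoff, the mean inhibition of all tested compounds plus 3 SD, cut at about 27% in these data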;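 also: 0% = DMSO wells and 100% = JAK Inhibitor I control wells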
# * marks the source's active call; other numbers are inactive results; . = not tested or not shown.
structure	CHOP inh	RBBP9 inhibitor	Ba/F3 V617F tox	Wee1 degr inh	TNF necrop inh	zfTRPN1 agonist	TRPML3 agonist	PPC-1+TRAIL kill	BaF3 tox
O=C1C(=O)c2ccccc2C([O-])=C1[n+]1ccccc1	7	-8	-3	0	-5.1	0.5	0.8	-2	1
O=C(Nc1nnc(COc2ccc(F)cc2)s1)Nc1ccccc1F	99*	-6	3	-1	-0.3	1.0	-0.3	-2	-3
COc1ccccc1S(=O)Cc1ccc(C(=O)O)o1 (configuration not stated)	8	-2	2	2	0.2	0.6	0.6	.	3
COc1ccc(/C=C(\C#N)c2n[nH]c(Cn3cncn3)n2)cc1	-6	-16	9	-2	-0.2	0.0	0.2	1	9
COc1ccccc1-n1nnnc1SCc1ccccc1	27	1	-3	-2	-1.4	-0.6	0.0	-2	3
O=C(Cn1c2ccccc2c(=O)c2ccccc21)N/N=C/c1ccc(N2CCCC2)c([N+](=O)[O-])c1	17	-3	5	5	1.8	0.5	0.0	20	9
CC1=CC2=NC(=O)/C(=C\c3ccc(-c4cccc(Cl)c4)o3)C(=N)N2O1	107*	-3	4	-1	-1.8	-0.1	-0.6	-14	13
O=C(Nc1ccc(S(=O)(=O)Nc2ncccn2)cc1)c1ccc(F)c(S(=O)(=O)N2CCOCC2)c1	20	-8	-1	3	-0.2	1.6	1.0	-2	-12
COc1ccccc1/C=C/C=N/N1CCN(Cc2ccccc2)CC1	50	0	6	0	2.4	0.7	0.3	6	3
COc1ccc(Nc2c3c(c(C#N)c4nc5ccccc5n24)CCC3)cc1	55	-3	3	1	-2.1	-0.9	0.0	5	4
COc1ccc(-c2c(C)n([O-])c3c([n+]2=O)CCCCC3)cc1OC	10	-3	1	1	-0.1	0.9	0.4	0	4
Cc1ccc(C(=O)Nc2ccc(N3CCOCC3)nc2N2CCOCC2)cc1	-5	0	-1	4	0.7	1.5	0.8	5	1
O=C(Oc1ccccc1-c1csnn1)c1cccs1	19	0	-1	2	-0.3	-1.6	-0.8	0	4
O=C(N/N=C/C(Br)=C/c1ccccc1)NC1CCCCC1	14	2	3	2	-0.7	0.4	0.6	11	6
O=[N+]([O-])c1ccc2c(c1)c1ccccc1n2CCO	18	-12	2	6	0.1	1.1	0.0	9	1
O=C(CN1CCCCC1)Nc1ccc(Br)cc1[N+](=O)[O-]	14	-2	0	-1	-1.0	-2.0	0.0	6	7
Cc1c(NC(=O)NC2CCCCC2)cccc1[N+](=O)[O-]	2	-6	3	4	0.1	0.3	1.1	11	8
N#Cc1c(SCc2ccccc2)sc(C(=O)c2ccccc2)c1N	39	-11	1	9.2*	0.1	-1.0	1.0	-4	5
O=C(NCCSc1ccc(Cl)cc1)c1ccco1	-9	10	-3	-1	1.5	-2.0	0.1	-4	-1
COC(=O)c1ccc(OC(=O)CCN2C(=O)C3C4c5ccccc5C(c5ccccc54)C3C2=O)cc1 (configuration not stated)	7	-8	0	0	2.5	-0.6	0.9	-19	8
CC1CCCN(C(=O)c2ccc3c(=O)n(C4CCCC4)c(=S)[nH]c3c2)C1 (configuration not stated)	1	0	1	0	-2.6	0.9	1.6	14	4
O=c1c2ccccc2cnn1-c1ccc(Cl)nn1	-6	1	3	5	-0.7	0.9	1.4	18	8
COc1ccccc1NCc1ccc([N+](=O)[O-])s1	1	-3	2	2	-0.9	-2.0	0.3	35	9
CCOC(=O)C1CCN(C(=O)CCc2c(C)nc3cc(-c4ccccc4)nn3c2C)CC1	24	-9	-4	-1	-1.2	-0.1	0.1	5	4
COC(=O)c1ccccc1NC(=O)CSc1nnnn1C	-11	-5	1	3	0.3	-0.1	-0.5	4	6
O=C(NCc1ccc(F)cc1)C1CC(=O)N(CCc2ccccc2)C1 (configuration not stated)	3	-6	0	-2	3.4	1.3	0.1	-1	-1
O=C(Cc1ccccc1)NNC1CC(=O)N(c2ccccc2)C1=O (configuration not stated)	-2	1	4	-2	0.6	2.6	0.0	12	5
N#C/C(=C\c1ccc(Sc2ccccc2)o1)c1nc2ccccc2[nH]1	63	-8	0	0	0.7	0.4	1.9	12	5
Nc1nc(F)cc(N2CCCCCC2)n1	35	-4	-2	4	0.2	-0.8	0.9	7	3
Cc1ccc(-c2nnc(SCC(=O)NNC(=O)COc3cccc4ccccc34)n2C)cc1	44	4	1	2	1.9	0.3	-0.6	-6	5

# Three entries from above, ordered by heavy-atom count, largest number first.
structure	CHOP inh	RBBP9 inhibitor	Ba/F3 V617F tox	Wee1 degr inh	TNF necrop inh	zfTRPN1 agonist	TRPML3 agonist	PPC-1+TRAIL kill	BaF3 tox
O=C(Nc1ccc(S(=O)(=O)Nc2ncccn2)cc1)c1ccc(F)c(S(=O)(=O)N2CCOCC2)c1	20	-8	-1	3	-0.2	1.6	1.0	-2	-12
CC1=CC2=NC(=O)/C(=C\c3ccc(-c4cccc(Cl)c4)o3)C(=N)N2O1	107*	-3	4	-1	-1.8	-0.1	-0.6	-14	13
COC(=O)c1ccccc1NC(=O)CSc1nnnn1C	-11	-5	1	3	0.3	-0.1	-0.5	4	6

# New compounds follow:
structure	CHOP inh	RBBP9 inhibitor	Ba/F3 V617F tox	Wee1 degr inh	TNF necrop inh	zfTRPN1 agonist	TRPML3 agonist	PPC-1+TRAIL kill	BaF3 tox
O=C(CSc1nc(N2CCCCC2)nc(N2CCCCC2)n1)N1CCc2ccccc21	32	4	-3	-2	-1.1	0.2	-0.2	24	4
C=CCNC(=O)C1CCN(c2cc(C)nc(-c3ccccc3)n2)CC1	22	0	0	-1	0.6	-1.9	0.0	4	-1
O=C1N(CCCN2C(=O)C3(OCCO3)c3ccccc32)c2ccccc2C12OCCO2	7	3	-2	3	-1.2	0.8	0.2	2	6
Cc1ccc(NC(=O)COc2ccccc2C(=O)NCCN(C)C)cc1	21	-5	4	3	0.9	-0.2	1.1	14	0
CCOc1ccccc1CNCCNC(=O)c1nonc1N	-8	7	-2	3	2.0	-0.9	-0.8	18	-13
O=C(NCc1ccccn1)c1cc(-n2cnnc2)ccc1Cl	-14	3	2	3	-1.5	0.3	0.6	16	6
Cc1ccc(Oc2cc(NC(=O)CCCn3nc([N+](=O)[O-])c(Cl)c3C)cc([N+](=O)[O-])c2)cc1	81*	-2	0	1	2.0	0.1	0.6	10	3
O=C(COc1ccccc1)Nc1nnc(-c2ccc3c(c2)CCCC3)o1	57	-1	-3	-1	-0.6	-2.1	0.6	4	-2
C=CCNc1nc2c(c(=O)n(C)c(=O)n2C)n1CCCCCC	.	-1	40*	-3	-5.3	1.9	0.5	18	55*
O=C(NC1CCCCC1)C(c1ccccc1F)N(Cc1ccco1)C(=O)Cn1nnc2ccccc21 (configuration not stated)	29	-5	-2	0	-4.7	-2.9	-1.1	13	5
c1ccc(OCc2nnc3n2CCCCC3)cc1	7	-9	-2	-1	2.3	-0.8	-0.8	12	5
CN(C)c1ccc(N=Nc2ccccc2C(=O)OCC(=O)N(C)C2CCCCC2)cc1	21	-1	-2	2	3.6	-1.3	-0.6	27	6
COC(=O)c1ccc(S(=O)(=O)N2CCN(C)CC2)n1C	5	-6	0	5	2.1	-0.3	0.5	-12	-4
O=C(Cc1cccs1)Nc1nc(-c2ccccc2)cs1	34	-17	-5	-1	2.3	2.4	0.8	12	2
c1ccc(Cn2c(-c3ccco3)nc3nc4ccccc4nc32)cc1	1	-8	1	-1	-1.8	1.5	0.2	10	3
C[n+]1ccc(/C=C/c2c[nH]c3ccccc23)cc1	45	-3	89*	-2	-0.6	4.8	1.3	4	76*
Cc1c(CCC(C)C)c(=O)n2c([nH]c3ccccc32)c1C#N	96*	-3	-3	1	-4.2	-0.4	0.2	-5	2
Cc1ccc(C(=O)Nc2ccc3c(c2)OCO3)cc1S(=O)(=O)N1CCCCC1	53	-5	-4	-2	-1.1	4.3	0.9	8	0
CCOc1cc(/C=C2/NC(=O)N(CC(=O)OC)C2=O)ccc1O	-11	-6	3	-3	-3.7	1.8	0.2	-6	4
Nc1nc(-c2ccc3ccccc3c2)cs1	-1	-12	1	0	-4.0	-0.6	0.3	34	1
CCP(=O)(c1ccccc1)C(C)(C)O (configuration not stated)	34	2	3	1	-0.6	0.6	0.1	12	2
Cc1ccc(CNC(=O)C2COc3ccccc3O2)cc1 (configuration not stated)	19	-6	-1	0	0.1	-2.4	-0.3	7	1
O=C(CSc1ccc(Cl)cc1)Nc1ccc(N2CCN(C(=O)c3ccco3)CC2)cc1	27	2	-5	-3	1.5	0.4	0.2	9	-1
Cn1c(O)c(/C=N/Nc2ccccc2)c(=O)n(C)c1=O	-30	-11	-2	3	-0.2	1.7	0.5	12	3
S=C(NCCC(c1ccccc1)c1ccccc1)Nc1ccc(Cl)cc1	78*	-36	0	-3	-9.8	0.2	0.1	-7	1
CC(Oc1ccc2c(=O)c(-c3ccc(Cl)cc3)c(C(F)(F)F)oc2c1)C(=O)O (configuration not stated)	-11	3	-2	4	2.6	1.2	1.0	-8	1
C/C(N)=C(/C#N)C(=O)COC(=O)CCCNC(=O)c1ccc(Cl)cc1	5	-8	-3	1	0.8	1.4	0.9	6	6
O=C1c2ccccc2C(Nc2ccc3c(c2)OCO3)N1Cc1ccco1 (configuration not stated)	28	2	2	0	-4.1	-0.2	-0.3	-1	3
COc1cc(S(=O)(=O)N2CCOCC2)ccc1NC(=O)CSc1n[nH]c(=O)[nH]c1=O	-3	-8	3	0	-0.6	1.5	0.6	-2	-1
CC(C)CCNC(=O)NC(=O)CSc1nnc(-c2ccccc2Br)o1	87*	-7	-2	-1	-0.9	0.2	0.1	-12	2

# Record cards (already shown).
# `O=C(NCc1ccccn1)c1cc(-n2cnnc2)ccc1Cl` is listed as CHOP inh: -14; RBBP9 inhibitor: 3; Ba/F3 V617F tox: 2; Wee1 degr inh: 3; TNF necrop inh: -1.5; zfTRPN1 agonist: 0.3; TRPML3 agonist: 0.6; PPC-1+TRAIL kill: 16; BaF3 tox: 6
# `C/C(N)=C(/C#N)C(=O)COC(=O)CCCNC(=O)c1ccc(Cl)cc1` is listed as CHOP inh: 5; RBBP9 inhibitor: -8; Ba/F3 V617F tox: -3; Wee1 degr inh: 1; TNF necrop inh: 0.8; zfTRPN1 agonist: 1.4; TRPML3 agonist: 0.9; PPC-1+TRAIL kill: 6; BaF3 tox: 6

# Source: PubChem BioAssay

# Compounds were not picked by outcome. About 6.8% of those tested had a hit in this group.
